D2 potentiator: D2 dopamine receptor (human) potentiation | potentiation, % at 10 µM | AID 485347 | HEK293 T-REx D2, calcium flux, EC20 dopamine potentiation | P14416 | 340,000 tested, 0.34% active;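 active means potentiation over 3 SD above the plate norm, cut at about 30% in these data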; further: 0% is about no effect
Target sequence (P14416 whole entry, looked up): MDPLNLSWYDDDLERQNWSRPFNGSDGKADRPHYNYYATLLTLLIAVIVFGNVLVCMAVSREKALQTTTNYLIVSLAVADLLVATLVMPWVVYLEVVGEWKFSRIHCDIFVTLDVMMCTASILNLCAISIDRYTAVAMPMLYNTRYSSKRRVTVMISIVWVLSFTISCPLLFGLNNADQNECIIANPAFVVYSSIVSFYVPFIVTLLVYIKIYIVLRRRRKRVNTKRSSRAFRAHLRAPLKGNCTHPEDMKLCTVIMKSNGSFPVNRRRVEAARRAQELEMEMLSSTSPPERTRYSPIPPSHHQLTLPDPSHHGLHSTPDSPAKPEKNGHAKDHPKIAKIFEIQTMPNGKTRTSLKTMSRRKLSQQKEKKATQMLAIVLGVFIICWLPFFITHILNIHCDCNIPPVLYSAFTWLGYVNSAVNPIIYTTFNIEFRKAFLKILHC
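Calcium flux readout, no-wash dye, 1 read/s. Inducible HEK293 Trex D2 line, overnight 30 C. Compound alone 180 s (agonist flags), then EC20 dopamine, another 180 s to score potentiation.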
Glioma ERSR ind: ER stress response induction in glioma; Potency, µM, inactives show at the top dose activation, usual class: activators; AID 602332; 420,000 tested, 0.02% active; U87-MG GRP78 promoter luciferase reporter, 16 h; further: potency means the concentration at half of the fitted maximal effect; series mostly up to about 76 µM; % of control where 0% means no effect; nearly all actives have a fitted effect of over 35% in size
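Stably transfected U87-MG human glioma cells carrying a GRP78-based luminescent sensor were seeded at 1000 cells/well, pin-dosed with compounds and incubated 16 h. Luciferase reagent was then added, and end-point luminescence was read after 10 min at room temperature.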
D1 agonist: human D1 receptor agonism. HEK293 T-REx D1 cells, calcium flux, agonist mode. activation, % at 2 µM. 360,000 tested, 1% active; in the data active means activation above about 30%; further: 0% is about no effect
Target sequence (P21728 whole entry, looked up): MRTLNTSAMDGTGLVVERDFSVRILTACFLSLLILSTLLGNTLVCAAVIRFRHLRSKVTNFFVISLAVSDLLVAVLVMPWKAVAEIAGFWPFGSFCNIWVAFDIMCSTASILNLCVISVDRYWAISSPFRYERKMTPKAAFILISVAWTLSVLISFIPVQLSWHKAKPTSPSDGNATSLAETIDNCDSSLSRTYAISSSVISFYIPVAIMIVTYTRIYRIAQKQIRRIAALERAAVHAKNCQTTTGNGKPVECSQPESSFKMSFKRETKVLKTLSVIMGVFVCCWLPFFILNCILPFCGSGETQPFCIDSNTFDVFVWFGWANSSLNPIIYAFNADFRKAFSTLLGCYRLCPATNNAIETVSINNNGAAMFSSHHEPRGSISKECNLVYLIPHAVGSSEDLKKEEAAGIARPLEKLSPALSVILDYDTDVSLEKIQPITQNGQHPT
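Tetracycline-induced HEK293 TREx D1 cells, force-coupled to calcium signalling, were dye-loaded with a no-wash calcium kit. Compound was pin-added after a 10 s baseline. Fluorescence was read kinetically at 1 cycle/s for 180 s, with calcium rises flagged as agonism.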
D1 antagonist: blocks dopamine activation of the human D1 receptor | P21728 | HEK293 TREx D1 cells, calcium flux, dopamine EC80; active compounds read low | activity change, negative = inhibition, % at 10 µM | 360,000 tested, 3.2% active | AID 504652; in the data active means activity change below about -30%; further: on the % scale 0 is the no-effect control and ±100 the full control effect
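Inducible Hek293 Trex D1 cells (tetracycline, overnight, 30 C). Calcium dye 30–90 min RT. Antagonist mode: EC80 dopamine added after 180 s compound read.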
Vif-A3F inh: inhibitors of Vif-A3F interaction; Potency, µM (doses to about 46.1 µM), for the others: top-dose activity, negative = active; 390,000 tested, 0.2% active; AID 602313; HeLa A3F-eYFP + Vif (tagged APOBEC3F with the HIV-1 protein that degrades it), YFP fluorescence increase; further: potency means the concentration at half of the fitted maximal effect; % of control where 0% means no effect; nearly all actives have a fitted effect of over 65% in size
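Fluorescence increase (Ex 488/Em 500-530) after overnight compound treatment at 37 deg C flags inhibition of Vif-driven A3F-eYFP loss in stable HeLa A3F-eYFP/Vif cells seeded overnight beforehand.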
Vif-A3G inh: Vif-A3G binding inhibition | Q9HC16 | HeLa A3G-eYFP + Vif (tagged APOBEC3G with the HIV-1 protein that degrades it), YFP fluorescence, overnight | Potency, µM (highest dose often 46.1 µM), for inactives: at the highest dose activity, negative = active, actives largely listed as inhibitors | 410,000 tested, 0.076% active | AID 602310;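 further: potency means the concentration at half of the fitted maximal effect; on the % scale 0 is the no-effect control and ±100 the full control effect; nearly all actives have a fitted effect of over 60% in size; hits raise eYFP signal because A3G escapes Vif-driven loss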
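HeLa cells stably expressing Vif and C-terminally eYFP-tagged A3G, seeded overnight at 37 deg C, then exposed to compound by pintool overnight at 37 deg C. Rise in yellow fluorescence (Ex 488/Em 500-530, Acumen) marks blocked Vif-driven A3G degradation.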
RXFP1 ag: agonists of human relaxin receptor RXFP1 | HEK293T-RXFP1 cAMP TR-FRET, 30 min; response scale: percent of porcine relaxin response, buffer zero | Potency, µM (titrated, usually from 57.5 µM), for the others: at the highest dose activation, usual class: activators | 370,000 tested, 0.3% active | AID 2676; further: potency means the concentration at half of the fitted maximal effect; on the % scale 0 is the no-effect control and ±100 the full control effect; nearly all actives have a fitted effect of over 60% in size; many of its hits are not listed in these tables
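cAMP rise read by TR-FRET after 30 min, 37C compound exposure (up to 58 uM) in RXFP1-transfected HEK293 cells with Ro 20174 present. EC50 from Hill-equation fits, with 29 nM porcine relaxin as 100% and buffer as basal.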
D1 PAM: potentiators of human D1 dopamine receptor | AID 504651 | 360,000 tested, 0.036% active | potentiation, % at 10 µM | HEK293 TREx D1 cells, calcium flux, dopamine EC20 potentiation; in the data active means potentiation above about 30%; further: 0% is about no effect
RXFP1 antag: antagonists of human relaxin receptor RXFP1; HEK293-RXFP1, relaxin-stimulated cAMP HTRF, 30 min; active compounds read low; 350,000 tested, 0.59% active; activity change, negative = inhibition, % at 57.5 µM;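 active means activity change of -60% or lower, but not beyond a set lower limit; inconclusive means change between -60% and -40%, or beyond the set limit; inactive means change above -40%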; further: on the % scale 0 is the no-effect control and ±100 the full control effect
* hit, by the source's call; ? = inconclusive; . = not tested or not shown. Unless noted, the call rests on the fitted dose curve; in most records, active means well fitted curve in the direction sought with a large enough effect; inconclusive means small, poorly fitted or top-dose-only effect, or another doubt; inactive means no such curve, though single readings can be large; an effect the other way counts as inactive or inconclusive.

SMILES	D2 potentiator	Glioma ERSR ind	D1 agonist	D1 antagonist	Vif-A3F inh	Vif-A3G inh	RXFP1 ag	D1 PAM	RXFP1 antag
CCOc1ccc(CCNC(=O)COc2cccc(-n3cnnn3)c2)cc1OCC	.	-3%	3	3	-4%	-1%	2.1%	-8	-16
Cc1ccc2occ(CC(=O)N(Cc3ccc(Cl)cc3)C3CCS(=O)(=O)C3)c2c1 (stereo not drawn)	4	0%	4	16	3%	2%	4.2%	2	-31
Cc1nn2c3c(cnc2c1-c1ccccc1)C(=O)CC(c1ccco1)C3 (stereo not drawn)	-3	1%	12	-6	1%	-5%	6.5%	-6	4
COc1ccccc1NC(=O)N(C1CCCC1)C1CCN(C(C)=O)CC1	-10	-2%	0	2	4%	1%	0.1%	0	.
COc1ccc([N+](=O)[O-])cc1NC(=O)C(C)OC(=O)Cn1[nH]c(=O)c2ccccc2c1=O (stereo not drawn)	-1	-5%	0	3	5%	1%	0.4%	1	-4
COc1ccc(CN(C)C(=O)c2ccc(NS(=O)(=O)c3ccc4[nH]c(=O)[nH]c4c3)cc2)c(OC)c1OC	.	-4%	.	.	5%	0%	.	.	2
O=C1NCC(CN(c2ccccc2)c2ccccc2)O1 (stereo not drawn)	3	-5%	2	-6	-2%	1%	0.2%	-4	-5
COc1ccc2oc(/C=C/N(C)C)c(C(=O)c3ccc(Cl)cc3)c2c1	7	-2%	5	1	-12%	-1%	1.5%	1	-7
CN(c1ccccc1)C(c1ccc(F)cc1)c1nnnn1CC1CCCO1 (stereo not drawn)	1	-1%	3	5	-2%	2%	-0.2%	3	5
Cc1nc2ncnn2c(C)c1CCC(=O)NC(C)CCc1ccco1 (stereo not drawn)	-1	-6%	1	3	3%	1%	-0.7%	-2	-2
CCOC(=O)c1c(-c2ccccc2)oc2ccc(N(C(C)=O)S(=O)(=O)c3ccccc3)cc12	5	-5%	-2	-13	0%	5%	5.9%	0	3
Cn1c(SCn2nnc3ccccc3c2=O)nc2ccccc2c1=O	-5	.	12	-3	.	.	-2.5%	-1	.
O=C(CN1CCCCC1)n1c2ccccc2c2ccccc21	2	0%	3	-7	0%	-1%	-1.9%	3	-9
Fc1ccccc1CNC(=S)Nc1cccc(C(F)(F)F)c1	-6	-5%	25	-44*	-14%	-6%	2.1%	-19	-16
Cc1ccc(S(=O)(=O)N2CCCC(c3nc4c(nnn4Cc4ccc5c(c4)OCCO5)c(=O)[nH]3)C2)cc1 (stereo not drawn)	1	-1%	3	12	-11%	-5%	2.6%	2	11
O=C(Cn1nnc(-c2ccccc2F)n1)NCCc1ccccc1	16	-5%	1	-11	1%	-7%	2.5%	-4	.
COc1cc2c(cc1OC)CN(C(=O)c1cccc([N+](=O)[O-])c1)CC2	9	-3%	1	-29	-8%	-4%	6.0%	3	-11
Clc1ccccc1SCc1nc2ccccc2[nH]1	-10	3%	5	-20	-12%	0%	2.6%	-3	13
Cc1ccc(NC(=O)C(=O)NCCN2CCN(S(C)(=O)=O)CC2)cc1	11	-2%	0	-8	9%	2%	2.5%	0	10
Cc1ccc(-n2c(=S)sc3c(=O)n(-c4ccccc4C)c(SCC(=O)O)nc32)cc1C	0	2%	0	-4	-11%	-1%	0.3%	6	0

Arranged by value in D2 potentiator (falling): some entries from above
SMILES,D2 potentiator,D1 agonist,D1 antagonist,RXFP1 ag,D1 PAM,RXFP1 antag
O=C(Cn1nnc(-c2ccccc2F)n1)NCCc1ccccc1,16,1,-11,2.5%,-4,.
O=C(CN1CCCCC1)n1c2ccccc2c2ccccc21,2,3,-7,-1.9%,3,-9
Fc1ccccc1CNC(=S)Nc1cccc(C(F)(F)F)c1,-6,25,-44*,2.1%,-19,-16

Continued:
SMILES	D2 potentiator	Glioma ERSR ind	D1 agonist	D1 antagonist	Vif-A3F inh	Vif-A3G inh	RXFP1 ag	D1 PAM	RXFP1 antag
O=C(Nc1cccc2ncccc12)c1ccco1	22	-4%	5	4	-46%	-9%	2.0%	-7	-20
CC12CCC(O)CC1=CCC1C2CCC2(C)c3[nH]ncc3CC12 (stereo not drawn)	.	-1%	.	.	3%	-19%	.	.	?
O=C1CC(c2ccccc2)CC(O)=C1C=Nc1ccccc1 (stereo not drawn)	-3	2%	1	-17	-5%	-4%	-0.5%	-9	-15
COc1cccc(-c2cc(C(=O)NCCCn3ccnc3)no2)c1	-4	4%	0	3	2%	2%	-0.2%	-4	-10
COc1cccc(NC(=O)CN(C)C(=O)c2ccc3c(c2)CC(c2ccccc2)OC3=O)c1 (stereo not drawn)	-6	-2%	1	-19	8%	-25%	1.1%	-2	-5
O=C(Nc1cccc(NC(=O)c2ccc([N+](=O)[O-])o2)c1)c1ccco1	-18	-13%	1	1	3%	?	0.5%	-6	4
COc1ccc(-n2c(=O)c(CCC(=O)N3CCN(c4cccc(OC)c4)CC3)nc3ccccc32)cc1	.	-5%	.	.	-5%	-6%	.	.	-6
CCOC(=O)CNc1ccc2c(c1)OCO2	.	-1%	4	-12	2%	1%	-0.5%	-4	6
Cc1ccc(-c2ccc(C(=O)O)[nH]2)cc1	-10	5%	2	-10	-2%	1%	0.3%	-7	-15
O=C(c1ccc(S(=O)(=O)N2CCCCC2)cc1)N1CCc2ccccc2C1	-2	-4%	0	6	-20%	0%	0.6%	4	4
CCOC1=NN(c2ccccc2)C(=O)/C1=C\N(C)C	7	-3%	2	2	-4%	-8%	0.1%	5	0
COC(=O)C(C)(C)ONC(=O)Nc1ccccc1[N+](=O)[O-]	8	-3%	2	-17	0%	1%	-0.4%	-3	4
O=S1(=O)[C@H]2C[C@@H]3C=C[C@]2(CN1Cc1ccc(C(F)(F)F)cc1)O3	14	0%	1	-6	-5%	-5%	0.0%	-5	.
CCN(C1CCCCC1)S(=O)(=O)c1ccc(OC)c(C)c1	-3	-2%	3	-16	3%	-4%	-0.3%	-9	-13
Cc1ccc(C)c(S(=O)(=O)Nc2ccccc2C(=O)Nc2ccc(S(=O)(=O)Nc3ncccn3)cc2)c1	4	-1%	3	10	-14%	1%	-0.6%	4	3
Cc1cc(C)n(CCc2nc3c4ccccc4nc(N4CCN(c5ccccc5F)CC4)n3n2)n1	21	-2%	2	-3	-9%	-2%	-1.6%	1	.
Cc1ccc(CNC(=O)COC(=O)c2c(C)noc2C)cc1	.	1%	0	-27	2%	2%	1.2%	-4	0
NC1=NC(=Nc2ccc(Br)cc2)c2ccccc21	-8	-4%	-1	-33*	0%	-6%	-0.2%	-10	-10
Cc1noc(C)c1COc1ccccc1C(=O)N1CCN(S(=O)(=O)c2cccc([N+](=O)[O-])c2)CC1	-3	0%	1	-4	2%	0%	1.5%	.	-8
CCOc1ccc(S(=O)(=O)NCCC(=O)OCC(=O)c2ccc[nH]2)cc1	5	-6%	14	2	-7%	0%	-3.0%	-9	-12
N#C/C(=C\c1ccccc1OCc1ccc(C(=O)O)cc1)C(=O)Nc1ccc(O)cc1	5	8%	3	10	-19%	-2%	1.8%	-2	-38
COc1ccc(CCNC(=O)c2nnn(CC(=O)Nc3ccccc3)c2N)cc1OC	.	-6%	.	.	.	-3%	0.2%	.	12
CC(C)CC1C(=O)N(Cc2cn(Cc3ccco3)nn2)CCS(=O)(=O)N1Cc1ccc(-c2ccc(Cl)c(Cl)c2)cc1 (stereo not drawn)	.	0%	.	.	-3%	-14%	.	.	-22
Cc1ccc(C2=NC(C)(C)NC2=O)cc1	0	-2%	1	0	-1%	1%	1.3%	-1	5
Cc1cccc(CCN2C(N(C)C)=NC[C@@H]2CC(C)C)c1	-2	-4%	5	6	1%	-2%	1.6%	2	.
COc1ccccc1N1CCN(C2CCCN(C(=O)CCc3cnn(C)c3)C2)CC1 (stereo not drawn)	15	-4%	1	7	-5%	-1%	0.6%	2	1
COc1ccc(Cl)cc1NC(=O)CSC1=Nc2ccccc2C2=NC(CC(=O)NCc3ccc4c(c3)OCO4)C(=O)N12 (stereo not drawn)	-3	-3%	2	-2	-1%	2%	-2.3%	-2	-16
Cc1cc(Nc2nc3ccccc3c3nnc(C)n23)ccc1Br	-3	-1%	4	11	2%	6%	5.1%	-1	4
COc1ccc(-c2cc(Nc3ccccc3NC(=O)C(F)(F)F)n(CCC#N)n2)cc1	.	-2%	21	-19	3%	-8%	-0.9%	-4	-5
COc1cccc(-n2cc3c(c2-c2ccccc2)c(=O)n(C)c(=O)n3C)c1	11	10%	2	-3	-17%	-12%	3.8%	-4	-6
Cc1cc(NCCCN2CCOCC2)n2ncc(-c3ccccc3)c2n1	-8	0%	1	1	1%	1%	0.9%	-2	7
O=c1ccc(-c2ccc(S(=O)(=O)Nc3cccc([N+](=O)[O-])c3)s2)n[nH]1	10	3%	2	-10	-2%	-1%	18%	1	7
CC(C(=O)N1CCOCC1)c1ccccc1 (stereo not drawn)	6	0%	0	-22	-5%	-1%	-0.2%	1	.
Cc1ccsc1/C=C1\CCC(C2CCCC2)C1=O (stereo not drawn)	.	1%	1	8	8%	-3%	3.0%	-2	-17
C=CCn1c(SCC(=O)c2cc(C)n(C)c2C)nnc1-c1ccncc1	-8	-3%	2	-11	-1%	0%	5.2%	-8	-12
COc1ccccc1-n1cnnc1SCC(=O)N1CCN(C(=O)c2ccco2)CC1	-2	1%	1	5	8%	2%	0.0%	0	-3
Cc1nnnn1/C(=C\c1ccccc1)C(=O)OCC(=O)Nc1ccc(Cl)cc1F	-1	?	1	-29	5%	-21%	1.4%	-6	-64*
OC(CN1C2=NCCCN2c2ccccc21)c1ccc(Cl)cc1 (stereo not drawn)	-3	-4%	5	1	2%	0%	1.0%	-6	.
CCc1ccc2oc(-c3ccc(C)c(NC(=O)c4cc([N+](=O)[O-])ccc4N4CCOCC4)c3)nc2c1	.	-1%	2	-9	-5%	-4%	1.1%	1	.

Compound activity: PubChem BioAssay, National Center for Advancing Translational Sciences (NCATS)

An excerpt. The share of hits here may be higher or lower than overall.
